# High-throughput results from PubChem.
# RGS4 block: human RGS4 inhibition. P49798. HEK293 M3R/RGS4 inducible, Fluo-4 calcium flux; hits give high values; triggered by carbachol at its EC20. B-score at 10 µM. AID 463165. actives 0.45% (n = 310,000);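 active means B-score, a plate-corrected calcium signal, over three deviations above library mean, with baseline fluorescence within five deviations of library mean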;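 further: RGS4 expression induced by doxycycline in cells with stable M3 receptor; B-score is computed from the integrated fluorescence ratio over baseline after carbachol; higher B-score means a larger calcium signal and so more RGS4 inhibition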
# Target sequence (P49798 whole entry, looked up): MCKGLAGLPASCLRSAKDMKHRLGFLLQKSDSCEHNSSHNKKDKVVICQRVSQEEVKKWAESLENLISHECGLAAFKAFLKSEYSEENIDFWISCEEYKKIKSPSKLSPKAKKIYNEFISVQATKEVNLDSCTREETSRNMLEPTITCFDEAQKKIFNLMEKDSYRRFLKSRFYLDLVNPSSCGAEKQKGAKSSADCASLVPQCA
# KCNK3 block: human KCNK3 channel inhibition, primary screen; actives 0.84% (n = 340,000); CHO-KCNK3 thallium flux, FluxOR fluorescence; hits give low values; AID 602410; B-score at 10 µM;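 active means B-score under library mean minus 4 SD, starting fluorescence ratio at most library mean plus 5 SD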;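 further: more negative B-score means stronger inhibition of thallium flux through KCNK3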
# TMEM16A act: activators or potentiators of mouse TMEM16A chloride channel; actives 0.3% (n = 340,000); Q8BHY3; B-score at 10 µM; HEK293 TMEM16A/YFP-H148Q/I152L, iodide quench fluorescence; hits give low values;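 active means fluorescence-ratio B-score plate-corrected deviation score at least 3 library SD below zero, with starting fluorescence score within 5 deviations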;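 further: channel opened by trigger with iodide after compound preincubation; score built on the fluorescence ratio of max minus min over baseline; more negative score means more quench and so TMEM16A activation or potentiation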
# TMEM16A inh: blocks the mouse calcium-activated chloride channel TMEM16A | normalized B-score (activity score, 25-100; higher = stronger inhibition) at 10 µM | actives 1.2% (n = 310,000) | Q8BHY3 | HEK293 TMEM16A/YFP iodide influx fluorescence, ionomycin;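 active means ratio plate-corrected score three or more library SD toward inhibition, starting fluorescence score within five deviations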;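 further: score derived from kinetic fluorescence span divided by baseline fluorescence per well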
# KCNK9 inh: inhibitors of human KCNK9 two-pore domain potassium channel | HEK293 KCNK9, FluxOR thallium flux fluorescence; hits give low values | B-score at 10 µM | actives 1.2% (n = 310,000);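 active means ratio B-score over 3 SD below the library mean, with starting fluorescence within 5 SD of its mean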;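 further: negative B-score means less thallium flux so channel inhibition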
# Target sequence (Q9NPC2 whole entry, looked up, the tested form may be a part): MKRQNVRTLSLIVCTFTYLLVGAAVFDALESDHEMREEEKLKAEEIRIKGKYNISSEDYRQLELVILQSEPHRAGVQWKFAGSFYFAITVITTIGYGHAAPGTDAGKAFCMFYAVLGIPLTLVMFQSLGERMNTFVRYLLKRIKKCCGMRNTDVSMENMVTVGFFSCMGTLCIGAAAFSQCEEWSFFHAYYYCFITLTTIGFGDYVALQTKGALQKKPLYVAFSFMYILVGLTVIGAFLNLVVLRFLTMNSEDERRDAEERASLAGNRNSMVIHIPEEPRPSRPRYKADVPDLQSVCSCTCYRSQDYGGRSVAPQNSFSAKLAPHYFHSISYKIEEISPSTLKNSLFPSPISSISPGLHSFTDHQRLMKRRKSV
# KCNQ1 pot: human KCNQ1 channel potentiation or activation | P51787 | CHO-K1 KCNQ1, thallium flux FluxOR fluorescence; hits give high values | B-score at 10 µM | actives 0.35% (n = 310,000) | AID 2648;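 active means fluorescence ratio B-score, a plate-corrected score, at least three library SD, with initial intensity B-score within 5 SD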
#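 Assay system: CHO-K1 cells stably expressing KCNQ1; Medium: assay buffer with matched DMSO; Also added: K+/Tl+ depolarizing stimulus; Dosing: single dose; Timing: dye 90 min, compound 20 min, room temperature; Measured by: kinetic FluxOR thallium fluorescence, 10-s 1-Hz baseline, 110-s post-stimulus read; Read-out: peak-minus-minimum fluorescence over initial fluorescence, negative-control normalized, B-scored.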
# hERG protect: hERG (human) protection from proarrhythmic block. AID 1511. activation (rescue from dofetilide block), less the hit threshold, % at 10 µM. CHO-hERG, FluxOR thallium flux, dofetilide IC70 present. actives 0.51% (n = 310,000);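 active means activation above the mean of controls blocked by dofetilide plus 5 SD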;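 further: thallium influx through hERG after potassium depolarization seen as dye fluorescence rise; in these data hits start at about 4.7%; inactives centre near -7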
# KCNQ1 inh: inhibitors of human KCNQ1 potassium channel; AID 2642; CHO-K1 KCNQ1, FluxOR thallium flux fluorescence; hits give high values; B-score at 10 µM; actives 1.3% (n = 310,000); P51787;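 active means compounds whose thallium flux B-score, printed positive for inhibition, exceeds three library SD while starting fluorescence stays within three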;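 further: channel opened by potassium depolarization with thallium stimulus after 20 min compound exposure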
# SKKanGAS inh: blocks kanamycin growth of S. pyogenes SKKanGAS strain; inhibition, % at 7.5 µM; BacTiter-Glo, 6 h; actives 1.3% (n = 300,000);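 active means mean replicate score, as percent of positive control median, at least 50; inconclusive means mean below 50 but one replicate at or above 50; inactive means mean and every replicate below 50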;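 further: strain carries kanamycin resistance gene driven by streptokinase promoter and grows in 40 µg/ml kanamycin; loss of luminescence reflects streptokinase promoter inhibition or plain growth inhibition; 0% = median of DMSO wells and 100% = positive control at its reference dose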
# HDAC3 inhib: inhibitors of human histone deacetylase 3; inhibition, % at 8.3 µM; O15379; actives 0.15% (n = 320,000); recombinant HDAC3, fluorogenic peptide/trypsin coupled, fluorescence; AID 2718; in the data active means inhibition above about 26%, passing the limit was not always enough; inconclusive means no clear call, values can overlap the other calls
# Target sequence (O15379 whole entry, looked up): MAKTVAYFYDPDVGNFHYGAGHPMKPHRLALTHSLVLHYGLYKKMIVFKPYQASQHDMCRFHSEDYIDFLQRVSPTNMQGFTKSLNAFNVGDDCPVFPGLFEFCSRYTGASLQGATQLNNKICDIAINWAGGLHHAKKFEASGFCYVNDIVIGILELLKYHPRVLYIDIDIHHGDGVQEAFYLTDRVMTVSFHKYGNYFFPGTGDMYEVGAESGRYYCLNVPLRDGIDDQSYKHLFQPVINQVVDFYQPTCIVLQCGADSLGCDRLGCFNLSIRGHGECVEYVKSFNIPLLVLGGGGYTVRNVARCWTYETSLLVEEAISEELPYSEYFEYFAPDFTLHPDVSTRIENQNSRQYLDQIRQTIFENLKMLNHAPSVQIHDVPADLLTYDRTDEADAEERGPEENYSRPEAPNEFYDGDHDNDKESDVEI
# RGS4 pot: potentiators or activators of RGS4. HEK293 M3R/inducible RGS4, carbachol calcium flux Fluo4; hits give low values. B-score at 10 µM. actives 0.92% (n = 310,000);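 active means B-score of the integrated calcium signal more than 4 SD below the library mean, with starting fluorescence not abnormally high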;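 further: negative B-score means reduced calcium response which marks RGS4 activation or potentiation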
#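 System: HEK293 FlpIn-TREx cells, stable M3R, doxycycline-inducible RGS4. Timing: overnight RGS4 induction, 30 min dye load 37 °C, 20 min compound RT. Also added: carbachol, ECmax concentration. Measured by: Fluo4 fluorescence kinetic imaging of calcium. Evaluation: integrated calcium ratio converted to B score.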
# An asterisk follows results filed as active; i = inactive; ? = inconclusive; . = not tested or not shown.
SMILES,RGS4 block,KCNK3 block,TMEM16A act,TMEM16A inh,KCNK9 inh,KCNQ1 pot,hERG protect,KCNQ1 inh,SKKanGAS inh,HDAC3 inhib,RGS4 pot
Cc1ccc(C(C)C)c(OCC(=O)NC(=S)Nc2ccccc2N2CCOCC2)c1,i,i,i,i,i,i,-5.0,i,-13.5,-6.4,i
Cc1c(C(O)CN2CCC(C(N)=O)CC2)c2ccccc2n1C (configuration not stated),i,i,i,i,i,i,-5.4,i,-2.9,-1.2,i
Cc1ccc(NC(=O)CCC(=O)N/N=C/c2ccco2)c(C)c1,i,i,i,i,i,i,-5.6,i,-2.3,4.4,i
CC(=O)c1ccc(N2CCN(C(=O)C3CCN(S(=O)(=O)c4ccc5c(c4)CC(C)N5C(C)=O)CC3)CC2)cc1 (configuration not stated),i,i,i,i,i,i,-9.7,i,5.1,0.2,i
Cc1cc(S(=O)(=O)Nc2c(NC3CCCCC3)c3ccccc3oc2=O)ccc1F,i,i,i,i,i,i,-6.6,i,3.4,-8.2,i
CC(=O)Nc1ccc(NC(=O)COc2c(C)cc(Br)cc2C)cc1,i,i,i,i,i,i,-13.2,i,7.3,3.4,i
CCOC(=O)CC(=O)CSc1nc2c(c(C)c1C#N)CCC2,i,i,i,i,i,i,-4.9,i,1.2,-13.1,i
COc1cc(CNC(=O)c2cccc(COc3ccc(Cl)cc3)c2)cc(OC)c1,i,i,i,i,i,i,-10.8,i,32.9,0.0,i
Cc1cc(Oc2ccc(Cl)cc2)nc(SCC(=O)c2ccccc2)n1,i,i,i,i,-11.2*,i,-6.0,i,-9.0,0.4,i
CCOC(=O)C1CCN(C(=O)C2(NC(=O)Nc3ccccc3Cl)CCCCC2)CC1,i,i,i,i,i,i,-8.7,i,-1.7,-2.3,i
CCCN(Cc1ccc(N(C)C)cc1)CC1CC1,i,i,i,i,i,i,-5.2,i,-13.3,1.8,i
O=C(COC(=O)/C=C/c1ccco1)NCc1ccc2c(c1)OCO2,i,i,i,i,i,i,2.3,i,0.2,12.0,i
CC(C)CC(=O)Nc1c2c(nn1-c1ccc(F)cc1)CS(=O)(=O)C2,i,i,i,i,i,i,1.2,i,2.2,7.7,i
CC(C)OC(=O)CCNc1n[nH]c(=O)[nH]c1=O,i,i,i,i,i,i,-4.5,i,-0.8,-1.6,i
CCn1c(SCC(N)=O)nc2c(c1=O)C1(CCCC1)Cc1ccccc1-2,i,i,i,i,-6.7*,i,-4.4,i,-12.4,-6.8,i
CCCCOC(=O)CNc1n[nH]c(=S)[nH]c1=O,i,i,i,i,i,i,-13.2,i,0.0,3.8,i
Cc1cc(C)c2cc(CN(Cc3nnnn3Cc3ccc(F)cc3)C3CCCC3)c(=O)[nH]c2c1,i,i,i,i,i,i,-9.2,i,0.6,-1.3,i
CN(C)S(=O)(=O)Oc1cc(Cl)ccc1C(=O)Nc1ccc(F)cc1F,i,i,i,i,i,i,-9.7,i,3.9,3.2,i
O=C(Cc1ccccc1)NCC1OCCc2ccccc21 (configuration not stated),i,i,i,i,i,i,-3.5,i,4.5,-0.3,i
CCOC(=O)N1CCC(NC(=O)c2ccc(CNS(=O)(=O)c3ccc(F)cc3)cc2)CC1,i,i,i,i,i,i,-7.3,i,1.4,.,i
O=C(CCCC(=O)N(CC(=O)NC1CCCCC1)c1cccc(F)c1)Nc1ccccn1,i,i,i,i,i,i,-5.4,i,-1.6,6.3,i
Cc1ccc(OCCC(=O)OCC(=O)N2CCN(S(=O)(=O)c3ccc(C)cc3)CC2)cc1,i,i,i,i,i,i,-4.2,i,0.8,5.9,i
CC(C)(C)c1cc(C(=O)O)nn1-c1ccccc1,i,i,i,i,i,i,-6.5,i,-0.9,-5.5,i
Cc1ccc(-c2nnc(-c3cccc(NC(=O)c4cccs4)c3)o2)cc1,i,i,i,i,i,i,-10.3,i,43.5,1.1,i
Cc1ccc([N+](=O)[O-])c(NC(=O)COC(=O)C2CC3CCCC(C2)C3=O)c1C (configuration not stated),i,i,i,i,i,i,-15.0,i,4.1,6.4,i
O=[N+]([O-])c1ccc(NC(=S)N2CCc3ccccc32)cc1,i,i,i,100*,i,i,-10.3,9*,.,-0.1,i
COc1ccc2c(OC)cc(=O)n(C)c2c1,i,i,i,i,i,i,-4.1,i,1.4,3.6,i
Cc1cc(C)nc(/N=C(\N)Nc2ccc(S(=O)(=O)O)cc2)n1,i,i,i,.,i,i,-2.4,i,-11.2,.,i
CC(=O)Nc1nc(NC(=O)/C=C/c2ccccc2)n(-c2ccccc2)n1,i,i,i,i,i,i,-5.0,i,96.7*,1.5,i
C/C(Cn1cnc([N+](=O)[O-])n1)=N\NC(=O)c1ccccc1O,i,i,i,i,i,i,0.6,i,0.5,-4.9,i
Cc1ccc(S(=O)(=O)NCC(=O)OCC(=O)N(Cc2ccccc2)C(C)(C)C)cc1,i,i,i,i,i,i,-17.9,i,-2.0,-0.6,i
CC1CC(C)(C)n2c(O)c(N=NC(N)=S)c3cccc1c32 (configuration not stated),i,i,i,i,i,i,-9.9,i,?,3.6,i
COc1ccc2c(c1OC)C(=O)OC2Nc1nc2ccccc2s1 (configuration not stated),i,i,i,i,i,i,-1.0,i,0.6,-0.6,i
CCOC(=O)c1sc(NC(=O)CSc2nc3cccnc3n2C)nc1C,i,i,i,i,i,i,-3.0,i,1.8,-2.6,i
O=C(O)c1cccc(NS(=O)(=O)c2cccc3cccnc23)c1,i,i,i,i,i,i,1.5,i,-2.8,4.3,i
CN(c1ccc(C(=O)N2CCN(Cc3ccc4c(c3)OCO4)CC2)cc1)S(C)(=O)=O,i,i,i,i,i,i,-7.6,i,5.1,1.8,i
Cc1ccc(C(=O)Cn2cccn2)cc1,i,i,i,i,i,i,-5.8,i,7.5,12.3,i
Cc1c(C(=O)Nc2c3c(nn2C(C)(C)C)CS(=O)(=O)C3)cccc1[N+](=O)[O-],i,i,i,i,i,i,-4.8,i,4.0,0.6,i
CC(=O)c1[nH]c(C)c(C(C)=O)c1C,i,i,i,i,i,i,-5.0,i,-1.3,10.8,i
O=C(c1cnn2c1NC(c1ccc(Br)cc1)CC2C(F)(F)F)N1CCN(C23CC4CC(CC(C4)C2)C3)CC1 (configuration not stated),i,i,i,i,i,i,-4.9,i,21.1,2.0,i
CC1CCCN(S(=O)(=O)c2ccc(C(=O)Nc3ccccc3-c3nc4ccccc4[nH]3)cc2)C1 (configuration not stated),i,i,i,i,i,i,-8.2,i,10.9,5.9,i
NC(=O)c1sc2nc3c(c(-c4cccs4)c2c1N)CCCC3,i,.,.,.,i,i,-8.0,i,-3.9,.,i
COc1ccc(N2CCN(c3ccc(C(N)=O)cc3[N+](=O)[O-])CC2)cc1,i,i,i,i,i,i,-14.3,i,-0.3,-7.5,i
Cc1ccc(C(=O)N2CCN(S(=O)(=O)N3CCCCCC3)CC2)cc1,i,i,i,i,i,i,-3.8,i,0.8,2.2,i
CCC(C(=O)NC1CCCC1)N(C(=O)Cn1nnc(-c2ccc(C)o2)n1)c1cccc(O)c1 (configuration not stated),i,i,i,i,i,i,-10.4,i,2.2,-5.2,i
COc1ccc(-n2c3c(c(=O)[nH]c2=O)C(C(F)(F)F)(C(F)(F)F)N=C(CC(C)C)N3)cc1,i,i,i,i,i,i,-12.7,i,-0.7,6.5,i
COc1ccc(C(=O)N/N=C(\C)CC(=O)Nc2ccc3c(c2)OCCO3)c(OC)c1,i,i,i,i,i,i,-0.6,i,0.5,7.3,i
COc1ccc(/C=C2/SC(=O)N(CCC(=O)Nc3ccccc3C(=O)O)C2=S)cc1,i,i,i,i,i,i,-10.9,i,11.2,2.0,i
Cc1n[nH]c(C)c1S(=O)(=O)N1CCCC(C(=O)Nc2ccc3c(c2)OCCO3)C1 (configuration not stated),i,.,.,i,i,i,-4.2,i,10.9,6.5,i
Nc1c(N(CCC2=CCCCC2)C(=O)c2ccco2)c(=O)[nH]c(=O)n1Cc1ccccc1,i,i,i,i,i,i,-15.2,i,0.6,4.0,i
Cc1ccc2ncccc2c1NS(=O)(=O)c1ccccc1,i,i,i,i,i,i,-1.3,i,-4.9,2.3,i
O=C(c1ccccn1)N1CCCC(N2CCN(c3ccc(F)cc3)CC2)C1 (configuration not stated),i,i,i,i,i,i,-7.7,i,-1.9,3.0,i
O=C(/C=C/c1cccc([N+](=O)[O-])c1)N1CCN(c2ccccn2)CC1,i,i,i,i,i,i,-4.5,i,-6.0,-6.6,i
CC(C)CCNC(=O)C1CCN(S(=O)(=O)c2ccc3c(c2)CC(C)N3C(=O)C2CCC2)CC1 (configuration not stated),i,i,i,i,i,i,-6.2,i,-1.9,3.2,i
COc1ccc(-c2cc(C3CCN(c4ncccc4[N+](=O)[O-])CC3)[nH]n2)cc1,i,i,i,i,i,i,-4.9,i,?,0.1,i
Cc1ccccc1C(=O)Nc1ccc2c(c1)OCO2,i,i,i,i,i,i,-1.1,i,2.2,1.7,i
O=C(CCCN1C(=O)/C(=C/c2ccccc2Cl)SC1=S)N1CCOCC1,i,i,i,i,i,i,-6.7,i,-4.5,0.9,i
COc1ccc(NC(=O)CCNC(=O)Cn2ccc3ccccc3c2=O)cc1OC,i,i,i,i,i,i,-3.7,i,-1.2,2.7,i
CN(C)S(=O)(=O)c1ccc(NC(=O)C2CCCN(C(=O)c3ccc(Cl)cc3)C2)cc1 (configuration not stated),i,i,i,i,i,i,-4.8,i,4.5,-1.2,i
C=CCN1C=C2C(=O)C(C)(OC(=O)CCc3ccccc3)C(=O)C=C2C=C1c1ccc(C#N)cc1 (configuration not stated),i,i,i,i,i,i,-7.8,i,12.8,0.8,i
Cc1ccccc1/C=N/Nc1nc2ccccc2[nH]1,i,i,i,i,i,i,-8.9,i,67.7*,9.9,i
O=C(N/N=C\c1cccnc1)c1ccc(Br)s1,i,i,i,i,i,i,-8.0,i,-9.9,-1.7,i
COc1cc(S(=O)(=O)NCc2cccnc2)c(OC)cc1Br,i,i,i,i,i,i,-3.3,i,5.4,5.4,i

# Outcome played no part in choosing rows, and some 6.3% of all compounds hit somewhere here.
